MRP resist rev = reverses drug resistance mediated by MRP; hit rate 0.04% among 85,000; H69AR cells + 2 uM doxorubicin, CellTiter-Glo, 72 h; AID 602; differential viability (reversal), % at 10 µM;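 active = viability drop by adding the cancer drug above about 55%, with treated viability meeting a 40% cutoff, limit read from the data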;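 note: viability without doxorubicin minus viability with 2 µM doxorubicin for each compound; larger differential means the compound sensitizes cells more to doxorubicin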
IL1B NFkB inh = blocks IL-1B driven NFkB nuclear translocation in HUVEC cells; HUVEC IL-1B NFkB p65 nuclear translocation imaging; inhibition, % at 2 µM; hit rate 0.43% among 94,000;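 active = inhibition above about 30% together with a positive call from visual inspection of the well image, limit read from the data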;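 note: nuclear over cytoplasmic p65 intensity ratio measured by imaging; 0% = IL-1B stimulated DMSO wells and 100% = unstimulated DMSO wells; values of inactives mirror those of a sister screen read the other way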
IL1B NFkB pot = enhances IL-1B driven NFkB nuclear translocation; HUVEC IL-1B NFkB p65 nuclear translocation imaging; activation, % at 2 µM; hit rate 0.3% among 94,000; AID 819;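 active = activation above 40%, about the mean plus 3 SD, also judged a hit on visual image review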;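 note: percent activation is computed from the nuclear over cytoplasmic p65 intensity ratio; values of inactives mirror those of a sister screen read the other way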
Bcl-B TR3 displacers = displacers of TR3 peptide from Bcl-B, primary screen, selectivity assay for Bfl-1 inhibitor project, biochemical, fluorescence polarization. FP displacement of FITC-TR3 peptide from Bcl-B; higher % means a stronger effect. AID 748. hit rate 0.11% among 96,000. displacement, % at 20 µM, or IC50 in µM where a hit was titrated;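 active = displacement above 50% at 20 µM plus a fluorescence interference ratio under 1.5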;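 note: plate controls were wells without compound for no effect and wells lacking Bcl-B protein for full effect; a part of the inactive calls stands beside numbers as strong as those of hits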
PLAP inhibition = PLAP enzyme inhibitors, biochemical, luminescence, HTS (AID 690). purified PLAP, luminescent substrate; higher % means a stronger effect. one-dose inhibition, % at 20 µM; IC50 in µM for titrated hits. hit rate 0.08% among 96,000; in the data active = a potency from the dose series; inactive = the rest, 99 in 100 with inhibition below about 30%; note: strong numbers were not always called active
MRP resist rev cytotoxicity = also measured in MRP resist rev; calls as there; viability, %; H69AR cells, CellTiter-Glo, 72 h; measured here: cytotoxicity without doxorubicin
MRP resist rev with doxorubicin = also measured in MRP resist rev; calls as there; viability, %; measured here: viability with 2 uM doxorubicin; stronger effect = lower value
IL1B NFkB inh cell count 2 µM = recorded beside IL1B NFkB inh, whose call it bears; cell count; measured here: cells passing quality filter;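 raw number of nuclei counted in each imaged well without normalization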
IL1B NFkB pot cell count 2 µM = also measured in IL1B NFkB pot; calls as there; cell count; measured here: cells passing quality filter
An asterisk follows results filed as active; . = not tested or not shown. Only part of the results is shown; count on the stated rates, not on these rows.

No.	mol	MRP resist rev	MRP resist rev cytotoxicity	MRP resist rev with doxorubicin	IL1B NFkB inh	IL1B NFkB inh cell count 2 µM
1	O=C(CCCn1c(=S)[nH]c2ccccc2c1=O)NC1CCCCC1	13	91	78	-9	144
2	CCC(C)(C)n1nnnc1C(c1ccc(OC)c(OC)c1)N1CCN(c2ccccc2)CC1 (configuration not stated)	15	84	69	-1	150
3	CC1(c2ccccc2)CC(C)(C)N(C(=O)C2CCCO2)c2ccccc21 (configuration not stated)	3	78	76	-15	176
4	FC(F)Oc1ccc(NC(=S)NN2CCOCC2)cc1	.	.	.	-1	172
5	Cc1noc(/C=C/N(C)C)c1S(=O)(=O)N1CCCC(C(=O)N2CCc3ccccc32)C1 (configuration not stated)	-6	56	62	-11	74
6	O=C(Nc1nccs1)c1cc(S(=O)(=O)N2CCOCC2)ccc1Cl	-7	84	91	.	.
7	O=C(NCc1cccnc1)c1cccn2c(=O)c3sccc3nc12	.	.	.	8	127
8	COC(=O)COc1ccc(S(=O)(=O)N2CCN(c3ccccc3F)CC2)cc1C	27	111	84	-32	106
9	CCOC(=O)N1CCN(C(=O)c2ccc3c(c2)ncn3C2CCCC2)CC1	2	89	87	-20	119
10	CC(C)(C)c1ccc(C(=O)CSc2nc3ccccc3c(=O)[nH]2)cc1	.	.	.	-7	184
11	O=C(Nc1cccc(Cl)c1)OCc1ccccn1	15	98	83	-8	124
12	O=C(CSc1nc2ccccc2n1CC(=O)N1CCCC1)NCc1ccc2c(c1)OCO2	-5	82	87	-12	181

No.	IL1B NFkB pot	IL1B NFkB pot cell count 2 µM	Bcl-B TR3 displacers	PLAP inhibition
1	9	144	-4%	-26%
2	1	150	0%	-65%
3	15	176	10%	-68%
4	1	172	-5%	5%
5	11	74	.	.
6	.	.	-1%	2%
7	-8	127	1%	18%
8	33	106	0%	-20%
9	20	119	3%	-13%
10	7	184	-3%	-10%
11	8	124	-2%	18%
12	12	181	5%	-25%

Continued.
No.	mol	MRP resist rev	MRP resist rev cytotoxicity	MRP resist rev with doxorubicin	IL1B NFkB inh	IL1B NFkB inh cell count 2 µM
13	CS(=O)(=O)N1CCN(C(=O)c2cc(-c3ccncc3)nc3ccc(Cl)cc23)CC1	8	68	59	-1	153
14	O=C1CCSc2ccc(Cl)cc2N1Cc1cccc(Cl)c1	.	.	.	4	145
15	O=C(NCCc1ccc(Cl)cc1)C1CCC(=O)N1Cc1ccc(F)cc1 (configuration not stated)	6	87	81	-2	180
16	COc1ccc(CCC(N)=O)cc1OC	-2	90	93	-4	171
17	c1cc(-c2nn[nH]n2)ccc1CN1CCCCC1	-4	89	93	-10	84
18	O=C1c2ccccc2C(Nc2cccnc2)N1Cc1ccccc1Cl (configuration not stated)	8	86	77	.	.
19	CCCc1cc(=O)[nH]c(SCC(=O)c2cc(C)n(CCOC)c2C)n1	-3	88	92	-6	192
20	Cc1ccc(SCCNC(=O)c2ccccc2C)cc1	10	97	87	.	.
21	CCCOC(=O)CSC1=C(C#N)C(c2ccccc2OC)C(C#N)C(=O)N1 (configuration not stated)	-7	101	108	4	119
22	COc1ccc(CCCC(=O)NC2CCCCC2C)c(C)c1 (configuration not stated)	.	.	.	.	.
23	CC(NC(=O)Nn1cnnc1)(C(F)(F)F)C(F)(F)F	3	96	93	4	140
24	O=C(c1ccccc1)N1CCN(c2ncnc3c2cnn3-c2ccccc2)CC1	.	.	.	-2	180

No.	IL1B NFkB pot	IL1B NFkB pot cell count 2 µM	Bcl-B TR3 displacers	PLAP inhibition
13	1	153	-3%	-13%
14	-4	145	0%	1%
15	2	180	-1%	-70%
16	4	171	-2%	-6%
17	10	84	-3%	2%
18	.	.	-2%	-15%
19	6	192	-5%	-18%
20	.	.	-1%	14%
21	-4	119	-4%	-4%
22	.	.	-9%	-19%
23	-4	140	10%	-8%
24	2	180	1%	5%

Continued:
No.	mol	MRP resist rev	MRP resist rev cytotoxicity	MRP resist rev with doxorubicin	IL1B NFkB inh	IL1B NFkB inh cell count 2 µM
25	NCCCCCc1nnc(SCc2ccc(Cl)c(Cl)c2)o1	-1	95	96	-16	64
26	CCOc1ccc2[nH]c(=O)c(C(c3nnnn3C3CCCCC3)N3CCN(CC)CC3)cc2c1 (configuration not stated)	-1	85	87	8	146
27	COC(=O)c1cc2c(ccn2-c2ccc(F)cc2)n1CC(C)C	-1	79	80	5	168
28	COc1ccc(S(=O)(=O)N2CCOCC2)c(Cl)c1Cl	1	77	76	-15	124
29	COC(=O)CNC(=O)Cn1cnc2sc(C)c(S(=O)(=O)N3CCC(C)CC3)c2c1=O	-4	92	96	0	143
30	Cc1cc(=O)oc(C)c1C(=O)N1CCN(c2ccc(F)cc2)CC1	2	94	92	-4	104
31	Cc1nnc(NC(=O)CSc2nnc3scc(-c4ccc(C)c(C)c4)n23)s1	11	97	86	2	133
32	Cc1oc(-c2ccccc2Cl)[n+]([O-])c1C	-7	86	93	-12	204
33	Cc1ccc(CN2CC(C(=O)O)CC2=O)cc1 (configuration not stated)	6	101	95	0	141
34	O=C(CN1CCN(Cc2ccccc2)CC1)Nc1ccc(Cl)cn1	14	93	80	-11	152
35	CCOc1cc(-c2conc2N)cc(OCC)c1OCC	16	86	70	-3	98
36	Cc1cc(C)n(-c2nc(SCCN(C)C)c3c4c(sc3n2)CCCC4)n1	-5	3	8	-3	173

No.	IL1B NFkB pot	IL1B NFkB pot cell count 2 µM	Bcl-B TR3 displacers	PLAP inhibition
25	16	64	3%	-29%
26	-8	146	-3%	-50%
27	-5	168	0%	-11%
28	15	124	-9%	-22%
29	0	143	.	.
30	4	104	3%	-21%
31	-2	133	-38%	-4%
32	12	204	3%	0%
33	0	141	-6%	7%
34	11	152	-3%	-35%
35	3	98	.	.
36	3	173	-12%	-34%

The list continues:
No.	mol	MRP resist rev	MRP resist rev cytotoxicity	MRP resist rev with doxorubicin	IL1B NFkB inh	IL1B NFkB inh cell count 2 µM
37	COc1ccc2c(c1)CCc1c(C(=O)N3CC4(C)CC3CC(C)(C)C4)noc1-2 (configuration not stated)	-26	35	61	-6	174
38	CCOC(=O)/C(C#N)=C/c1cc(C)n(-c2ccc(C)cc2)c1C	55	81	26	-9	141
39	COc1ccc(C(c2nnnn2C2CCCC2)N2CCN(c3ccccc3)CC2)cc1 (configuration not stated)	19	89	70	-12	125
40	O=C(OCCN1C(=O)c2ccccc2C1=O)c1cc(S(=O)(=O)N2CCOCC2)ccc1Cl	0	97	97	-3	115
41	CC1CCN(C(=S)NC(=O)C2CCCCC2)CC1	.	.	.	2	85
42	O=C(Cc1ccc(S(=O)(=O)N2CCCC2)s1)NC1CCCCCC1	.	.	.	-25	175
43	O=C(O)C1CCC(CNCc2cccnc2)CC1 (configuration not stated)	.	.	.	-5	104
44	Cc1nn(-c2ccccc2)c(Cl)c1C(=O)Nc1nnc(C2CCCCC2)s1	-24	81	105	-9	166
45	COc1ccc(C(=O)NC(=S)Nc2ccc([N+](=O)[O-])cc2C)cc1OC	.	.	.	-2	146
46	COc1cccc(C(=O)OCn2nnc3ccccc3c2=O)c1	-4	102	106	-8	117
47	CS(=O)(=O)N1CCN(c2ccccc2NC(=O)c2ccc(Br)o2)CC1	-13	53	67	3	62
48	O=C(CSc1ncccn1)NCc1ccccc1Cl	.	.	.	6	122

No.	IL1B NFkB pot	IL1B NFkB pot cell count 2 µM	Bcl-B TR3 displacers	PLAP inhibition
37	6	174	-3%	-20%
38	9	141	-6%	5%
39	12	125	.	.
40	3	115	-2%	-49%
41	-2	85	-2%	-12%
42	25	175	-42%	-56%
43	5	104	.	.
44	9	166	-1%	-6%
45	2	146	2%	16%
46	8	117	-9%	14%
47	-3	62	-5%	0%
48	-6	122	0%	-8%

Taken from above:
Result for entry 47 under MRP resist rev: -13
Result for entry 46 under IL1B NFkB pot cell count 2 µM: 117
Result for entry 41 under IL1B NFkB pot: -2

Reprinted: entries 42–45
No.	mol	MRP resist rev	MRP resist rev cytotoxicity	MRP resist rev with doxorubicin	IL1B NFkB inh	IL1B NFkB inh cell count 2 µM
42	O=C(Cc1ccc(S(=O)(=O)N2CCCC2)s1)NC1CCCCCC1	.	.	.	-25	175
43	O=C(O)C1CCC(CNCc2cccnc2)CC1 (configuration not stated)	.	.	.	-5	104
44	Cc1nn(-c2ccccc2)c(Cl)c1C(=O)Nc1nnc(C2CCCCC2)s1	-24	81	105	-9	166
45	COc1ccc(C(=O)NC(=S)Nc2ccc([N+](=O)[O-])cc2C)cc1OC	.	.	.	-2	146

No.	IL1B NFkB pot	IL1B NFkB pot cell count 2 µM	Bcl-B TR3 displacers	PLAP inhibition
42	25	175	-42%	-56%
43	5	104	.	.
44	9	166	-1%	-6%
45	2	146	2%	16%

Remaining list, next part:
No.	mol	MRP resist rev	MRP resist rev cytotoxicity	MRP resist rev with doxorubicin	IL1B NFkB inh	IL1B NFkB inh cell count 2 µM
49	N#Cc1cc2c(nc1SCc1ccccc1)CCC2	4	94	90	-9	133
50	NC(=S)N/N=C/c1ccc(-c2cc(Cl)cc(Cl)c2)o1	-20	41	61	6	134
51	CC1Cc2ccccc2N1C(=O)CSc1nnc2n1C(C)(C)Cc1ccccc1-2 (configuration not stated)	12	80	68	98*	8*
52	COc1ccc(S(=O)(=O)CCc2nc3ccccc3s2)cc1	7	101	94	-4	112
53	CCN(CCCNC(=O)C1CCN(S(=O)(=O)c2c(C)[nH]c(=O)[nH]c2=O)CC1)c1cccc(C)c1	-2	92	94	-19	76
54	O=C(CN1C(=O)c2ccccc2C1=O)c1ccccc1	-19	93	112	-6	92
55	COCCN1C(=O)c2ccccc2C(C(=O)Nc2ccc3c(c2)OCCO3)C1c1ccc(F)cc1 (configuration not stated)	-46	95	142	-5	158
56	CCc1ccc(C(=O)/C=C/c2cnn(C)c2C)s1	4	77	73	-8	167
57	CCCn1c2ccccc2c2nnc(SCC(=O)Nc3ncccn3)nc21	-4	68	72	22	93
58	C/C(=N\O)C1(C)N(O)C(C)(C)C(c2ccc(Br)cc2)=[N+]1[O-] (configuration not stated)	-6	72	78	.	.
59	CC1(c2cc(C(F)(F)F)n3nc(C(=O)O)cc3n2)CC1	-36	49	85	-33	130
60	Cc1cc(NC(=O)CCOc2ccccc2)no1	-3	87	90	10	118

No.	IL1B NFkB pot	IL1B NFkB pot cell count 2 µM	Bcl-B TR3 displacers	PLAP inhibition
49	9	133	.	.
50	-6	134	-9%	8%
51	-98	8	-4%	11%
52	4	112	8%	0%
53	19	76	-10%	-34%
54	6	92	-7%	3%
55	5	158	20%	0%
56	7	167	.	.
57	-22	93	48%	-7%
58	.	.	0%	-51%
59	33	130	.	.
60	-10	118	-2%	18%

Next entries follow.
No.	mol	MRP resist rev	MRP resist rev cytotoxicity	MRP resist rev with doxorubicin	IL1B NFkB inh	IL1B NFkB inh cell count 2 µM
61	CC(C)(C)C(=O)OCc1cn(-c2ccccc2)nn1	.	.	.	1	153
62	c1ccc(CC2CNc3ccccc3CN2)cc1 (configuration not stated)	-2	79	81	-1	211
63	CC(C)N=c1scc(-c2ccco2)n1/N=C/c1ccc(O)c(O)c1	-17	31	48	3	131
64	O=C(C1=C(O)C(=O)N(Cc2ccccc2)C1c1ccco1)c1ccco1 (configuration not stated)	6	94	88	-13	178

No.	IL1B NFkB pot	IL1B NFkB pot cell count 2 µM	Bcl-B TR3 displacers	PLAP inhibition
61	-1	153	-7%	-8%
62	1	211	-6%	8%
63	-3	131	-6%	5µM*
64	13	178	2%	-10%

Shown as a markdown table: entries from further up.
| no. | molecule | MRP resist rev | MRP resist rev cytotoxicity | MRP resist rev with doxorubicin | IL1B NFkB inh | IL1B NFkB inh cell count 2 µM | IL1B NFkB pot | IL1B NFkB pot cell count 2 µM | Bcl-B TR3 displacers | PLAP inhibition |
| --- | --- | --- | --- | --- | --- | --- | --- | --- | --- | --- |
| 63 | CC(C)N=c1scc(-c2ccco2)n1/N=C/c1ccc(O)c(O)c1 | -17 | 31 | 48 | 3 | 131 | -3 | 131 | -6% | 5µM* |
| 64 | O=C(C1=C(O)C(=O)N(Cc2ccccc2)C1c1ccco1)c1ccco1 (configuration not stated) | 6 | 94 | 88 | -13 | 178 | 13 | 178 | 2% | -10% |

Bioassay records (PubChem)
